POLB inh: DNA polymerase beta (human) inhibition; Pol beta primer extension/strand displacement, fluorescence kinetic; Potency, µM (doses to about 114 µM), without a hit: top-dose activity change, negative = inhibition, actives largely listed as inhibitors; actives 1.3% (n = 340,000); AID 485314; further: on the % scale 0 is the no-effect control and ±100 the full control effect
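Reaction started by 50 nM substrate onto compound-treated Pol beta (10 nM, 15 min preincubation, room temperature); plates read at 0 min and 10 min. Normalized concentration-effect data fitted by four-parameter Hill equation.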
APE1 inh: blocks human APE1 abasic DNA cleavage; recombinant APE1, TAMRA/BHQ-2 abasic DNA cleavage fluorescence; P27695; Potency, µM (top dose mostly 65.8 µM), for inactives: at the top dose activity change, negative = inhibition, usual class: inhibitors; actives 0.35% (n = 350,000); AID 2517;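 further: plate controls were vehicle for no effect and reference inhibitor for full effect; nearly all actives have a fitted effect of over 55% in size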
Target sequence (P27695 whole entry, looked up): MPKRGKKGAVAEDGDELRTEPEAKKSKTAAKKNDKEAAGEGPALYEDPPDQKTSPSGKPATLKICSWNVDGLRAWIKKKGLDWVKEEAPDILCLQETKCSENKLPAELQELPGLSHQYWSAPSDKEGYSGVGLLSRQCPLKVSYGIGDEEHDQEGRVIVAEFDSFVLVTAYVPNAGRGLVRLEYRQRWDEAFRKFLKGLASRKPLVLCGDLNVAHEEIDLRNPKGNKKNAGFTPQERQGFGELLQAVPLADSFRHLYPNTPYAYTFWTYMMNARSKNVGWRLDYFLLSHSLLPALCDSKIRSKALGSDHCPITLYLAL
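Enzyme (0.75 nM final) and test compound are incubated 15 min at room temperature before adding 50 nM quenched THF abasic-site duplex. Cleavage dequenches TAMRA, followed at 525/598 nm over three reads one minute apart.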
G9a inh: inhibitors of human histone lysine methyltransferase G9a. Q96KQ7. G9a H3K9 monomethylation, AlphaScreen, 2 h. Potency, µM (series often up to 102 µM), inactives show at the top dose activity, negative = inhibition, most hits filed as inhibitors. actives 8.8% (n = 350,000). AID 504332; further: on the % scale 0 is the no-effect control and ±100 the full control effect; nearly all actives have a fitted effect of over 75% in size
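Methyltransferase reactions run at room temperature for 2 h (20 nM enzyme, 500 nM biotin-H3K9 peptide, 20 uM SAM) after a 15 min compound preincubation; product detected by AlphaScreen beads and anti-H3K9me1 antibody.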
Pol iota inh: inhibitors of human DNA polymerase iota | Q9UNA4 | Pol iota fluorescent replication assay, 10 min | Potency, µM (doses to about 115 µM), for inactives: at the top dose activity, negative = inhibition, hits mostly inhibitors | actives 1% (n = 390,000) | AID 588590
Target sequence (Q9UNA4 whole entry, looked up): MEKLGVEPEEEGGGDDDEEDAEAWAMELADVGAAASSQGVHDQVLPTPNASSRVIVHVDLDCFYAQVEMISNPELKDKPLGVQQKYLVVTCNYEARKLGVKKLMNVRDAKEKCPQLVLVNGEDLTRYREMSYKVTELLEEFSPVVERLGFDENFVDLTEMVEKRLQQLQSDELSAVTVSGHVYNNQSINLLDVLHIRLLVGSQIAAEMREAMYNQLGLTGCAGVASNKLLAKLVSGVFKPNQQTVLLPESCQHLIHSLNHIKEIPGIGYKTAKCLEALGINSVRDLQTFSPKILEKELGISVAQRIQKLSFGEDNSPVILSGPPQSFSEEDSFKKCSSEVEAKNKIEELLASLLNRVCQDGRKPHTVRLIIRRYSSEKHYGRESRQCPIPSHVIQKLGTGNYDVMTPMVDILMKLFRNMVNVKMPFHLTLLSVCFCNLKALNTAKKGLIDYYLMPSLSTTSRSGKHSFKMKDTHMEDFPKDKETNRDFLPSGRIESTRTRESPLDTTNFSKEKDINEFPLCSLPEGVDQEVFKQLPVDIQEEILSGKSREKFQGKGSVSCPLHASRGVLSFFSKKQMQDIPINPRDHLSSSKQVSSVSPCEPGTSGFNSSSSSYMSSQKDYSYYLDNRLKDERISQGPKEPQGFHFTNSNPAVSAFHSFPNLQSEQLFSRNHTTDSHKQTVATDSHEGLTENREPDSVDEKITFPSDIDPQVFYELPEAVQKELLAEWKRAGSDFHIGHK
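Fluorescent replication assay read twice, at 0 min and 10 min after adding 50 nM (final) substrate. Enzyme (10 nM) and compounds were first incubated 15 min at room temperature; enzyme-free buffer wells were negative controls.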
BLM helicase inh: blocks DNA unwinding by human BLM helicase. P54132. Potency, µM (highest dose often 56.1 µM), for the others: top-dose activity change, negative = inhibition, actives largely listed as inhibitors. actives 0.2% (n = 350,000). recombinant BLM DNA unwinding, fluorescence dequenching;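 further: plate controls were vehicle for no effect and no enzyme for full effect; nearly all actives have a fitted effect of over 35% in size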
Apoferritin bind: binds horse apoferritin like a general anesthetic; apoferritin/1-aminoanthracene competitive binding, fluorescence; P02791; Potency, µM (titrated, usually from 77.5 µM), inactives show at the highest dose activity change, negative = displacement, actives largely listed as inhibitors; actives 0.074% (n = 350,000); further: on the % scale 0 is the no-effect control and ±100 the full control effect; nearly all actives have a fitted effect of over 20% in size
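Steps: apoferritin (10 uM) was premixed with half-saturated 1-AMA in PBS, compounds were pin-transferred, plates stood 10 min at room temperature, fluorescence was read at 380/535 nm, and curves were fitted with a Hill equation.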
BAZ2B inh: inhibitors of human BAZ2B bromodomain. AlphaScreen BAZ2B-H3K14Ac peptide displacement. Potency, µM (doses to about 114 µM), inactives show at the top dose activity change, negative = inhibition, hits mostly inhibitors. actives 4.4% (n = 360,000). AID 504333; further: on the % scale 0 is the no-effect control and ±100 the full control effect; nearly all actives have a fitted effect of over 60% in size
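Multi-concentration screen (max 110 uM) measuring displacement of acetylated histone H3 peptide from BAZ2B by AlphaScreen, using 50 nM protein, 50 nM peptide and 10 ug/mL streptavidin donor plus Ni-chelate acceptor beads.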
Pol kappa inh: inhibitors of human DNA polymerase kappa; Q9UBT6; purified Pol kappa, fluorescent DNA synthesis assay, 10 min; Potency, µM (series often up to 107 µM), without a hit: at the highest dose activity, negative = inhibition, usual class: inhibitors; actives 0.53% (n = 400,000); AID 588579; further: on the % scale 0 is the no-effect control and ±100 the full control effect
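Readout: fluorescence, taken kinetically at 0 and 10 min. Conditions: 10 nM Pol kappa, 15 min RT compound preincubation, 50 nM substrate final. Controls: enzyme-free buffer wells.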
Pol eta inh: blocks human DNA polymerase eta activity; Q9Y253; recombinant Pol eta, fluorescent DNA replication assay; Potency, µM (series often up to 114 µM), without a hit: top-dose activity change, negative = inhibition, hits mostly inhibitors; actives 1.2% (n = 390,000); further: on the % scale 0 is the no-effect control and ±100 the full control effect
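Fluorescent replication assay: 50 nM final substrate added after a 15 min room-temperature compound preincubation with 10 nM enzyme. Signal taken at 0 min and again at 10 min.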
* marks the source's active call; other numbers are inactive results; ? = inconclusive; · = no result given; & = joins results of further samples; ! = a repeat was not active; [ ] = another dose, or the depositor's remark. The call rests on the fitted dose curve; in most records, active means well fitted curve in the direction sought with a large enough effect; inconclusive means small, poorly fitted or top-dose-only effect, or another doubt; inactive means no such curve, though single readings can be large; an effect the other way counts as inactive or inconclusive. Potency means the concentration at half of the fitted maximal effect. This is a subset; rates above refer to the full screens.

SMILES	POLB inh	APE1 inh	G9a inh	Pol iota inh	BLM helicase inh	Apoferritin bind	BAZ2B inh	Pol kappa inh	Pol eta inh
CCOC(=O)c1c(-c2ccccc2)csc1NC(=O)CSc1nncs1	10%	-6%	3%[59 µM]	?	-1%	6%	-4%	-7%	-22%
CS(=O)(=O)N1CCc2cc(C(=O)Nc3ccc(O)cc3)ccc21	80%	16%	1%	95%[activator]	-5%	-8%	-15%	-1%	-18%
CC(C)CCN1C(=O)c2ccc(C(=O)Nc3cc(C(=O)O)cc(C(=O)O)c3)cc2C1=O	-2%	48%	-1%	129%[activator]	1%	-3%	-20%	4%	-20%
CCCNC(=O)CS(=O)Cc1nc(-c2ccccc2C)oc1C (stereo unspecified)	22%	-5%	-22%	18%	4%	-2%	-5%	5%	-5%
CC(C)(C)OC(=O)[C@H](NC(=O)OCc1ccccc1)c1ccccc1	·	-22%	-1%[0.501 µM]	16%	·	·	42%[activator]	-16%	-18%
Cc1cc(C)c(/C=C2\C(=O)Nc3ccccc32)[nH]1	2%[57.1 µM]	-5%&-16%	17µM*!	40%[activator]	-1%&-4%	-10%	-38%	-13%[60.1 µM]	-5%
COc1cccc(CNC(=O)CCn2c(=O)c3cccn3c3cccnc32)c1OC	-2%	·	-4%[59 µM]	16%	3%	7%	-4%	-16%	-12%
O=C(Cn1nnc(-c2ccc(F)cc2)n1)OCC(=O)c1ccccc1	-7%	-6%	?	-21%	-2%	?	-13%	-13%	-18%
CC1=NN(C(N)=S)C(=O)C1N=Nc1cccc(Cl)c1C (stereo unspecified)	17%	7%	·	3%	2%	-7%	45µM*	-10%	-2%
C/C(=N/NC(=O)c1ccco1)c1ccc(NC(=O)c2ccc(F)cc2)cc1	9%	2%	1%	-7%	4%	14%	5%	-5%	-2%
CC1(C)CC(=O)C=C(c2cccc(O)c2)C1	·	5%	0%[2.33 µM]	-4%	·	·	10%	-6%	-12%
CCCCCCc1cc2cc(C(=O)Nc3ccccc3OC)c(=O)oc2cc1O	-29%	3%	12%[59 µM]	50%[activator]	0%	1%	-4%	-20%	-6%
Cc1ccc(S(=O)(=O)N2CCN(C(=O)CN3C(=O)CNC3=O)CC2)cc1	·	17%	-10%[12.7 µM]	-14%	·	·	2%	5%	-5%
CN(C)Cc1c(C(=O)N/N=C/c2cccc3ccccc23)nnn1-c1nonc1N	26%	11%	-21%	11%	-6%	-7%	-15%	-25%	21%
CCOC(=O)C1CCN(S(=O)(=O)c2ccc(OCC)cc2)CC1	-23%	3%	7%[12.7 µM]	31%[activator]	0%	3%	11%	-4%	-10%
COCCNc1oc(Cc2cccc3ccccc23)nc1C#N	14%	40%[activator]	79µM*	24%	-5%	-16%	?	-18%	-20%
O=C(Cn1c(=O)ccn(Cc2ccccc2)c1=O)Nc1cccc(S(=O)(=O)N2CCOCC2)c1	·	-12%	-38%	16%	·	·	-5%	-7%	-19%
CC1=CC(C)(C)n2c(O)c(N=NC(N)=S)c3cccc1c32	0%	2%	3%	14%	0%	-9%	-18%	9%	18%
COc1ccc(C(=O)Nc2ccccc2C(=O)N2CCN(c3ccccc3)CC2)cc1	6%	16%	12%	17%	-5%	-10%	-21%	-10%	-4%
Cc1ccc(Cl)cc1NC(=O)COC(=O)C1CC1	3%	1%	-5%	-28%	-6%	?	-12%	4%	-11%
Cc1ccc(NC(=O)c2sc(N)nc2-c2ccccc2)cc1C	19%	3%	-18%	37%[activator]	-8%	-6%	-28%	-7%	-25%
Cc1ccc(CN2CCSc3sccc3C2=O)cc1	43%	-1%	·	-5%	-3%	?	14%	-14%	-5%
CCN(c1ccccc1)S(=O)(=O)c1cc(NC(=O)CSc2n[nH]c(=O)[nH]c2=O)ccc1Cl	5%	-6%	?	-30%	-7%	-14%	-14%	-3%	-6%
O=C(c1cc(-c2ccccc2)nc2ccccc12)N1N=C(C(F)F)CC1(O)C(F)F (stereo unspecified)	14%	-6%	?	26%	-14%	-20%	1%	1%	-24%
CN(C)/C=C1\Oc2ccc3ccccc3c2C1=O	2%	-3%	-34%	97%[activator]	-8%	66%[activator]	-1%	-2%	-18%
COc1ccccc1CNC(=O)C(NS(=O)(=O)c1cccc2nsnc12)C(C)C (stereo unspecified)	13%	5%	20%	-4%	1%	-10%	-20%	-11%	1%
CS(=O)(=O)N1CCN(c2ccccc2NC(=O)Nc2cccc(Cl)c2)CC1	-11%	-11%	·	?	-7%	0%	3%	-8%	-11%
Cc1ccc(NC(=O)c2cc(N3C(=O)C=CC3=O)ccc2Cl)cc1C	8%	19%	1.6µM*	-10%	-4%	-2%	?	0%	-16%
O=C(NC(Cc1ccccc1)C(=O)O)/C(=C/c1ccc(F)cc1)NC(=O)c1ccccc1 (stereo unspecified)	25%	13%	8%[59 µM]	11%	6%	7%	1%	-6%	-19%
COc1ccc(S(=O)(=O)Nc2cccc(NC(C)=O)c2)cc1	31%	9%	5%[12.7 µM]	4%	2%	4%	-7%	-2%	-4%

Molecules above that have an aryl methoxy group (five):
SMILES	POLB inh	APE1 inh	G9a inh	Pol iota inh	BLM helicase inh	Apoferritin bind	BAZ2B inh	Pol kappa inh	Pol eta inh
COc1cccc(CNC(=O)CCn2c(=O)c3cccn3c3cccnc32)c1OC	-2%	·	-4%[59 µM]	16%	3%	7%	-4%	-16%	-12%
CCCCCCc1cc2cc(C(=O)Nc3ccccc3OC)c(=O)oc2cc1O	-29%	3%	12%[59 µM]	50%[activator]	0%	1%	-4%	-20%	-6%
COc1ccc(C(=O)Nc2ccccc2C(=O)N2CCN(c3ccccc3)CC2)cc1	6%	16%	12%	17%	-5%	-10%	-21%	-10%	-4%
COc1ccccc1CNC(=O)C(NS(=O)(=O)c1cccc2nsnc12)C(C)C (stereo unspecified)	13%	5%	20%	-4%	1%	-10%	-20%	-11%	1%
COc1ccc(S(=O)(=O)Nc2cccc(NC(C)=O)c2)cc1	31%	9%	5%[12.7 µM]	4%	2%	4%	-7%	-2%	-4%

Following part
SMILES	POLB inh	APE1 inh	G9a inh	Pol iota inh	BLM helicase inh	Apoferritin bind	BAZ2B inh	Pol kappa inh	Pol eta inh
CCC12CC3CC(C1)CC(C(=O)Nc1nn[nH]n1)(C3)C2	0%	22%	20µM*	13%	-1%	-11%	?	-12%	-12%
Clc1ccc2nc(CSc3ncn[nH]3)cn2c1	-2%	8%	-48%	122%[activator]	-3%	-4%	-17%	-11%	-15%
CC(C)C(OC(=O)c1cccs1)C(=O)NC1CCCCC1 (stereo unspecified)	7%	0%	23%[59 µM]	5%	1%	5%	4%	-8%	-3%
CCOC(=O)CN1C(=O)N[C@@H](CCc2ccccc2)C(C(C)=O)=C1C	·	-1%[12.4 µM]	·	12%	-4%[12.4 µM]	·	·	-7%	-6%
Cc1cc(NC(=O)c2ccc(NC(=O)C3CCCO3)cc2)ccc1Br (stereo unspecified)	10%	-7%	3%	-6%	-12%	-8%	-2%	-3%	2%
COc1cccc(C(=O)Nc2ccccc2C(=O)N2CCCC2)c1	-9%	3%	11%	4%	0%	0%	?	0%	9%
Cc1ccc(CNC(=O)Cn2nc(C)n3cccc3c2=O)cc1	-19%	·	-33%[59 µM]	9%	-3%	4%	-2%	-9%	-3%
CC(=O)c1c(C)[nH]c(C(=O)N(C)C(c2ccccc2)c2ccccc2)c1C	?	30%	4%	86%[activator]	-2%	-13%	-12%	-5%	?
O=C1OCCC1Sc1nnc(-c2cccs2)n1Cc1ccccc1 (stereo unspecified)	19%	13%	-9%[59 µM]	21%	-4%	-10%	13%	1%	-15%
COc1cccc(NC(=O)c2ccco2)c1	7%	2%	-7%[59 µM]	5%	-3%	0%	0%	-11%	-2%
COc1ccc(CCNC(=O)COC(=O)/C=C/c2cccs2)cc1OC	76%[activator]	15%	0%	135%[activator]	1%	-9%	-7%	-15%	4%
CCC(C)(C)c1nnc(NC(=O)c2ccc([N+](=O)[O-])cc2)s1	1%	2%	-5%[12.7 µM]	6%	0%	-6%	-20%	-19%	-14%
COCCNC(=O)C(OC(=O)c1cccs1)c1ccc(F)cc1 (stereo unspecified)	88%	29%	·	-11%	-2%	-5%	0%	4%	-12%
COc1ccccc1N1CCN(c2ncnc3c2c(-c2ccccc2)cn3-c2cccc(C)c2)CC1	-13%	·	-8%[59 µM]	-9%	-1%	-11%	?	-1%[60.1 µM]	-16%
CN1C(=O)[C@@H]2[C@H](C1=O)[C@@H]1C(=O)Nc3ccccc3C(=O)N1[C@@H]2c1ccc(Br)cc1	·	20%	2%[2.33 µM]	7%	·	·	-2%	-20%	-18%
Cc1ccccc1NC(=O)NC1(C(=O)N2CCCC2)CCCCC1	8%	8%	5%	48%[activator]	-5%	-3%	4%	1%	-13%
Fc1ccc(-n2ncc3c(N4CCN(c5ccccc5F)CC4)ncnc32)cc1	4%	·	18%[59 µM]	2%	0%	52%[activator]	9%	-12%[60.1 µM]	-3%
COc1ccc(/C=C/C(=O)NNC(=O)c2cc(C)oc2C)cc1	·	7%	17%[0.501 µM]	-7%	·	·	-3%	-10%	-4%
CCOC(=O)c1sc(NC(=O)c2cc3c(C)nn(-c4ccccc4)c3s2)nc1C	37%	6%	0%[59 µM]	·	-3%	-3%	7%	·	·
CC(=O)N1CCC(=NNc2ccc(S(N)(=O)=O)cc2[N+](=O)[O-])CC1	12%	-9%	4%[59 µM]	34%[activator]	-1%	-6%	-15%	-17%	-18%
COc1ccc(Cl)cc1C(=O)Nc1cccnc1	4%	-12%	·	23%	-3%	-9%	4%	-14%	-20%
CCN(CCNC(=O)C1CC(=O)N(CCc2ccccc2)C1)c1ccccc1 (stereo unspecified)	0%	7%	33%[0.501 µM]	6%	-12%	-8%	?	-5%	3%
CN1CC(=O)N(CC(=O)NCc2ccc(F)cc2)c2ccccc2C1=O	13%	-1%	-48%[12.7 µM]	32%[activator]	-3%	-12%	-30%	6%	-8%
CC(CCC(=O)O)C1CCC2C3CC(O)[C@@H]4CC(O)CC[C@]4(C)C3CC[C@@]12C (stereo partly specified)	·	3%	·	·	-6%	4%	·	-7%[60.1 µM]	·
O=C(Nc1ccc(SC(F)F)cc1)c1cc(-c2ccncc2)nc2ccccc12	·	-6%	11%[2.33 µM]	15%	·	·	-21%	0%	-20%
